Bioassay records: PubChem, several laboratories
pPAFAH FP inh: pPAFAH enzyme inhibitors, primary screen, biochemical, fluorescence polarization, human. Platelet-activating factor acetylhydrolase (Homo sapiens), Q13093. recombinant pPAFAH, FP-rhodamine probe fluorescence polarization. inhibition, % at 3.39 µM. 1.5% of 330,000 active. AID 463082, 2010;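 active means inhibition above the mean inhibition across the screen plus 3 SD, cut at about 25% in these data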;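 further: inhibitors block binding of the rhodamine activity-based probe so polarization drops; 0% = enzyme with DMSO and 100% = wells lacking pPAFAH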
Target sequence (Q13093 whole entry, looked up): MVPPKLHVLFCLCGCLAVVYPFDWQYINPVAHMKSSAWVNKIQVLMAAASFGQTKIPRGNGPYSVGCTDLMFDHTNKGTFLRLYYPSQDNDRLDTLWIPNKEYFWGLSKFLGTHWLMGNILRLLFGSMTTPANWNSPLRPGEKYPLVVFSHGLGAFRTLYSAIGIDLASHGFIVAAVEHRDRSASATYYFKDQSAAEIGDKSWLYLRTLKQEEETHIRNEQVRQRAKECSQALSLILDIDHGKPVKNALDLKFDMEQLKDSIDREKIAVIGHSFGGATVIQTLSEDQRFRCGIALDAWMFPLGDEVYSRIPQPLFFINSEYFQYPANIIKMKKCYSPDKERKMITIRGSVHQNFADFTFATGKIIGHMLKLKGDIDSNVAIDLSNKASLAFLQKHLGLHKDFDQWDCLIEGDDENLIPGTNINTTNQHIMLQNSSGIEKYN
GLD-1 RNA inh: GLD-1/TGE RNA complex disruptors, primary screen, biochemical, fluorescence polarization; Female germline-specific tumor suppressor gld-1 (Caenorhabditis elegans), Q17339; purified GLD-1 + fluorescein TGE RNA; inhibition, % at 5.96 µM; 0.44% of 320,000 active; AID 2280, 2010;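 active means percent inhibition above a per-plate cutoff, the plate mean of test compounds plus 3 SD, cut at about 30% in these data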;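 further: 0% = DMSO wells with GLD-1 and probe and 100% = wells lacking GLD-1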
PME-1 inh: PME-1 inhibitors via competitive probe labeling, primary screen, biochemical, fluorescence polarization, FP-Rh probe, HTS | Protein phosphatase methylesterase 1 (Homo sapiens), Q9Y570 | recombinant PME-1 | inhibition, % at 5.9 µM | 0.53% of 320,000 active;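 active means inhibition above the campaign mean of all compounds plus 3 SD, cut at about 26% in these data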;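 further: competitive labeling of PME-1 active site by serine hydrolase directed probe; 0% = PME-1 with DMSO and 100% = wells lacking PME-1 enzyme; inhibitors block probe labeling so polarization falls and inhibition rises; many of its hits are not listed in these tables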
Target sequence (Q9Y570 whole entry, looked up): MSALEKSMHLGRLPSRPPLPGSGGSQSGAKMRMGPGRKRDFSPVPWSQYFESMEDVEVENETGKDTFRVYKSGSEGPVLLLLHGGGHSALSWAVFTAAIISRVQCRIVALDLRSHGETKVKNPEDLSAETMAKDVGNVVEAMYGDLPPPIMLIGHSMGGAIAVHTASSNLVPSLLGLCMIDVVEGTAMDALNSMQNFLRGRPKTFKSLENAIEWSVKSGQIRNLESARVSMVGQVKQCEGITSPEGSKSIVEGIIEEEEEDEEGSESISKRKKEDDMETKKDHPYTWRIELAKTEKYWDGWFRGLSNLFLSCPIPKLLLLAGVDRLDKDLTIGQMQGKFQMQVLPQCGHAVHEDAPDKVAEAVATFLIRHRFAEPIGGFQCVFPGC
Fam108B counter: mouse Fam108B serine hydrolase inhibitors, primary screen, counter-screen for RBBP9 inhibitor project, biochemical, fluorescence polarization; 0.33% of 300,000 active; inhibition, % at 9.51 µM; recombinant Fam108B, FP-Rh probe fluorescence polarization;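 active means inhibition above the screen mean inhibition plus 3 SD, computed separately per campaign, cut at about 18% in these data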;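 further: inhibitors lower polarization as less probe binds the enzyme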
PAFAH1B2 inh: PAFAH1B2 enzyme inhibitors, primary screen, biochemical, fluorescence polarization, human. Platelet-activating factor acetylhydrolase IB subunit alpha2 (Homo sapiens), P68402. recombinant PAFAH1B2, FP-rhodamine activity probe. inhibition, % at 3.39 µM. 1.2% of 340,000 active. AID 492953, 2010;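 active means inhibition above the mean of all tested compounds plus 3 SD, cut at about 24% in these data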;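 further: 0% = enzyme with DMSO and 100% = wells lacking PAFAH1B2; many of its hits are not listed in these tables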
Target sequence (P68402 whole entry, looked up): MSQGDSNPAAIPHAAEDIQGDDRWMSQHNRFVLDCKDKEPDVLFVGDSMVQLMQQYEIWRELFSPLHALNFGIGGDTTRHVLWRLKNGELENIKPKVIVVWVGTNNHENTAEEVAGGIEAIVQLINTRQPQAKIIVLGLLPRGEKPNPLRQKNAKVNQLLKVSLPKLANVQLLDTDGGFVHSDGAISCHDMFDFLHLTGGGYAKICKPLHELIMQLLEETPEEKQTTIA
AHR act: AHR activators, primary screen, cell-based, luminescence, luciferase reporter, human | Aryl hydrocarbon receptor (Homo sapiens), P35869 | AHR-responsive luciferase reporter cells | activation, % at 5 µM | 2.5% of 320,000 active | AID 2796, 2010; in the data active means activation above about 47%;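 further: 0% = vehicle wells and 100% = reference agonist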
MEX-5 binding: MEX-5 zinc finger RNA-binding disruptors – biochemical, C. elegans, fluorescence polarization, MLPCN library, primary screen | MEX-5/FITC-TCR2 RNA binding; hits give low values | activity score (negative = inhibition of binding), % at 10 µM | 0.38% of 300,000 active | AID 1832, 2009;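 active means inhibition past about -25% in most replicates, and total fluorescence under double the plate's negative control median, limit read from the data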;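 further: 0% = DMSO and -100% = 5 µM competing unlabeled TCR2 RNA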
MCL1 BIM primary: inhibitors of MCL1 binding to BIM-BH3, primary screen, biochemical, fluorescence polarization. Induced myeloid leukemia cell differentiation protein Mcl-1 (Homo sapiens), Q07820. GST-MCL1 / FITC-Bim-BH3 fluorescence polarization. inhibition, % at 10.9 µM. 0.68% of 320,000 active. AID 2057, 2009;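 active means inhibition above the mean inhibition of all tested compounds plus 3 SD, set per campaign, cut at about 40% in these data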;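 further: 0% = DMSO wells and 100% = unlabeled Bim-BH3 peptide control; higher means more loss of mP so more displacement of Bim peptide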
Bcl-xL primary: inhibitors of human Bcl-xL, primary screen, biochemical, fluorescence polarization, HTS; 0.7% of 320,000 active; Bcl-2-like protein 1 (Homo sapiens), Q07817; inhibition, % at 10.9 µM; AID 2129, 2009; GST-Bcl-xL / FITC-Bim BH3 peptide fluorescence polarization;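 active means inhibition above the mean of all tested compounds plus 3 SD, cutoff set per campaign, cut at about 30% in these data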;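 further: 0% = DMSO wells and 100% = unlabeled Bim-BH3 peptide competitor; inhibitors lower millipolarization by displacing the labeled peptide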
Numbers without * were called inactive; / = not tested or not shown. Some of the compounds tested, so the mix of outcomes need not match the whole.

compound,MEX-5 binding,PAFAH1B2 inh,Bcl-xL primary,AHR act,MCL1 BIM primary,GLD-1 RNA inh,Fam108B counter,pPAFAH FP inh,PME-1 inh
O=C(CSc1nnc(Cc2cc(=O)[nH]c(=O)[nH]2)n1-c1ccccc1)N1CCCCC1,0.4,5,-2,8,-1,13,2,-7,-2
CC(C)Oc1cccc(OCCN2C(=O)c3ccccc3C2=O)c1,1.7,5,-2,-5,1,1,6,1,-4
CCOc1ccc(NC(=O)c2sc(N3CCOCC3)nc2-c2ccccc2)cc1,4.2,-3,1,1,-2,-2,-2,2,-2
CC[n+]1c(C)sc2c3ccsc3ccc21,0.4,3,-1,9,-8,-19,0,2,0
CN(CC(=O)N1CCN(c2cccc(Cl)c2)CC1)S(=O)(=O)c1cccs1,3.1,6,2,26,3,7,0,7,-6
Cn1c(=O)c(=O)n(C)c2cc(S(=O)(=O)N3CCN(c4ccc(F)cc4)CC3)ccc21,1.3,3,-3,-1,-1,6,-2,-3,-1
O=C(NCC(=O)N1CCCC(C(F)(F)F)C1)c1ccc(Oc2ccccc2)cc1 (stereo unspecified),0.5,4,-4,11,2,-6,-1,3,-1
CCOC(=O)CC(NC(=O)c1cc2cc(Br)ccc2oc1=O)c1cccc([N+](=O)[O-])c1 (stereo unspecified),-0.3,3,0,3,-3,7,1,-4,-4
O=C1CCCc2sccc2N1,2.5,5,1,0,5,5,-4,-3,-4
COC(=O)CCC(=O)CN,-3.0,1,6,0,-6,6,4,2,-5
O=C(Nc1nc(-c2ccc(Cl)s2)cs1)c1ccccc1,1.3,-8,10,-2,3,9,-23,-9,-25
CC(NC(=O)c1cc2ccccc2o1)C(=O)O (stereo unspecified),-0.7,1,1,7,-1,-2,-4,-4,4
Cc1nc(SCc2ccccc2C#N)n[nH]1,1.7,2,5,-1,5,-8,1,0,6
Cc1oc(-c2ccoc2)nc1CN(CC1CCC(=O)N1)C(C)C (stereo unspecified),-0.5,1,9,0,6,7,1,8,-2
COc1ccc(C2c3c(n[nH]c3C)CC(C)(O)C2C(C)=O)cc1OC (stereo unspecified),-4.0,-1,-1,0,-1,0,6,2,-4
Cc1ccc(-c2cn3cccnc3n2)cc1NC(=O)c1ccc(Br)o1,-4.6,5,3,11,7,-1,-2,1,-5
CCOC(=O)N1CCN(C(=O)CN(c2ccc(OCc3ccccc3)cc2)S(C)(=O)=O)CC1,3.1,4,-2,0,-3,-4,0,11,2
CC(C)NC(=O)c1cc(-n2cnnc2)ccc1Cl,0.3,3,-2,1,-2,-1,2,4,6
CCCn1c(N)c(C(=O)CSc2nnc(C3CC3)n2Cc2ccccc2)c(=O)[nH]c1=O,-3.0,-1,0,-1,1,1,-1,1,1
CCOc1ccc(N(CC(=O)NCc2ccco2)C(=O)CCC(=O)Nc2nccs2)cc1,-3.0,0,3,6,0,-3,2,1,-1
CCN(CC)c1ccc(/C=N/NC(=O)CNC(=O)C2COc3ccccc3O2)c(O)c1 (stereo unspecified),1.0,5,8,10,16,6,10,19,8
Cc1cc(C)n2nc(SCC(=O)c3ccccc3)nc2n1,-0.8,2,2,2,2,-3,7,5,6
COc1ccccc1C(=O)N(C1=NC(C)CS1)c1ccc(Cl)cc1 (stereo unspecified),2.8,4,2,16,-1,5,-3,1,3
N#Cc1nc(-c2ccc(Cl)cc2)oc1NCC1CCCO1 (stereo unspecified),-4.5,2,-10,11,2,5,1,9,7
CN(C)S(=O)(=O)c1cc(NC(=O)CN2CCOCC2)ccc1Cl,-1.3,-2,-4,-3,-4,0,-2,7,3
CCOC(=O)N1CCC(NC(=O)CN2C(=O)C(CC)Oc3ccc(C)cc32)CC1 (stereo unspecified),0.8,-1,6,1,1,0,-1,-2,-3
Cc1cc(Cl)cc(C)c1OCC(=O)NC1CCCCCC1,/,3,/,0,/,1,/,4,/
Cc1ccc(S(=O)(=O)Cc2ccc(C(=O)NC3CCCCCC3)o2)cc1,2.7,0,4,3,-1,1,0,3,5
COc1cc(/C=N/NC(=O)NC2CCCCC2)cc(OC)c1O,1.3,6,5,6,2,5,0,3,2
CC1CCCCN1C(=O)c1cc(S(=O)(=O)N2CCCCC2)c[nH]1 (stereo unspecified),-0.3,-1,3,-2,2,-1,-2,5,-5
O=c1cccccc1NN=C1CCCCCC1,-4.0,6,13,-3,19,2,4,16,-3
O=C(c1ccc(S(=O)(=O)N2CCOCC2)cc1)N1CCc2ccccc21,1.4,3,2,1,1,6,6,1,-4
CCOc1ccc(N(CC(=O)NCCOc2ccc(C)cc2)S(=O)(=O)c2ccccc2)cc1,3.3,1,3,2,7,5,-7,2,-2
O=C(Nc1ccc(N2CCCC2)cc1)c1cc2ccccc2o1,1.1,3,5,0,6,-7,-2,-17,-2
O=C(NCCO)c1cccc(Nc2nc(-c3ccccc3)c3cc(Cl)ccc3n2)c1,0.8,-9,5,3,3,2,-7,8,-17
O=c1[nH]c2cc3c(cc2cc1C(c1nnnn1CC1CCCO1)N1CCCCCC1)OCCO3 (stereo unspecified),-7.5,3,8,2,6,0,-1,5,8
COc1ccc([C@H]2CC(=O)C=C(c3cc(Br)ccc3OC)C2)cc1,/,4,/,8,/,1,/,7,/
Cc1ccc(CNC(=O)C2CC(c3ccccc3[N+](=O)[O-])=NO2)o1 (stereo unspecified),-1.2,4,1,12,4,-1,-2,0,1
COc1cccc(N2CCN(C(=O)c3cc(-c4ccccc4)nc4c3cnn4C(C)C)CC2)c1,/,-5,/,0,/,9,/,10,/
O=S(=O)(O)c1nc2ccccc2n1Cc1ccc(Cl)cc1,0.7,23,10,2,6,3,2,1,-1
COc1ccccc1N1C(=O)N(C(C)=O)C2C1Nc1ccccc1N2C (stereo unspecified),-0.9,3,2,60*,-21,14,0,11,6
Cc1ccc(CNC(=O)CCC2CCCN(C(=O)c3ccc4c(c3)OCO4)C2)o1 (stereo unspecified),-2.0,0,14,0,16,4,-1,11,2
CCCCN(C(=O)C1CCCO1)c1c(N)n(CC(C)C)c(=O)[nH]c1=O (stereo unspecified),-1.7,0,2,-2,2,2,1,-1,-5
Cc1ccc(S(=O)(=O)NC(CC(C)C)C(=O)N2CCCCCCC2)cc1 (stereo unspecified),1.5,3,2,2,-5,3,-3,-2,-3
CCN(CC)C(=O)N1CCN(C(=O)N2CCOCC2)CC1,-1.3,-1,5,-1,2,2,2,3,0
CCCCCCCCCCC(=O)Nc1cccnc1,-1.6,/,-2,-2,-5,-3,-1,11,-3
O=C(COC(=O)c1ccccc1)NC1CCCCCC1,/,4,/,0,/,1,/,7,/
O=c1c(Sc2ccccc2)c(C(F)(F)F)[nH]n1-c1ccccc1,-2.4,29*,7,1,10,5,0,7,3
COCCCOc1cc(NCc2ccccc2)c2ncn(C(C)C)c2c1,/,8,/,6,/,4,/,9,/
O=C(NCc1ccccc1)C1CCC(CNc2c(N3CCCCC3)c(=O)c2=O)CC1 (stereo unspecified),-4.0,2,6,-2,7,0,2,-1,3

The listing continues:
compound,MEX-5 binding,PAFAH1B2 inh,Bcl-xL primary,AHR act,MCL1 BIM primary,GLD-1 RNA inh,Fam108B counter,pPAFAH FP inh,PME-1 inh
CC1(C)CC(=O)c2c(oc3cc(O)c(O)cc23)C1,-4.9,2,14,-7,6,-3,-2,4,-7
O=C(Nc1cccc(S(=O)(=O)Nc2ccccc2F)c1)c1ccc2ccccc2n1,0.8,2,9,9,11,5,-8,1,-6
C[C@H]1COC(=O)[C@@H](Cc2ccc(F)cc2)C/C=C\C[C@@H](CC(=O)N[C@@H](CO)Cc2ccccc2)C(=O)N1,/,25*,/,0,/,6,/,2,/
Cc1ccc(S(=O)(=O)Nc2ccc(N3CCOCC3)cc2)cc1C,0.9,-1,5,1,2,5,0,-1,3
O=C(NNC(=O)C12CC3CC(CC(C3)C1)C2)c1ccccc1O,/,36*,0,-3,1,6,/,5,-2
O=C(CN1C(=O)NC(c2ccc(F)cc2)C1=O)NC1CCCCC1 (stereo unspecified),/,8,/,0,/,6,/,0,/
CC(=O)c1ccc(N(CC(=O)NC2CCCC2)C(=O)CNC(=O)c2cccs2)cc1,3.7,4,-15,5,-19,-12,-9,-10,-3
CCCCSc1oc(-c2ccco2)nc1S(=O)(=O)c1ccccc1,1.0,6,-8,-3,-7,-11,-1,10,7
Cc1cccc(NC(=O)[C@H](Cc2ccccc2)NC(=O)OCc2ccccc2)c1,0.0,4,3,8,6,-1,3,3,9
COc1cccc(CNC(=O)c2ccc(COc3ccccc3)cc2)c1,-4.2,7,4,-9,9,-2,3,-2,-4
N#CCCN(C(=O)COC(=O)c1ccc2c(=O)n3c(nc2c1)CCC3)c1ccc(F)cc1,0.2,-2,9,1,0,-4,-2,2,0
CC1=CC(C)(C)n2c(O)c(C3=NC(=S)NC3=O)c3cc(OC(=O)c4cccc5ccccc45)cc1c32,1.0,-3,0,0,1,-5,7,3,6
Cc1ccccc1NC(=S)N(CCc1c(C)[nH]c2ccc(F)cc12)Cc1cccnc1,-0.6,-1,4,4,-3,5,3,2,13
O=C(CCS(=O)(=O)c1ccccc1)NC1CCCC1,-0.6,5,0,3,-1,-2,-2,8,2
COc1ccc(C)cc1NS(=O)(=O)c1cn(C)nc1C,-0.8,4,7,-1,-1,-2,3,-1,-2
CCCOc1ccc(-c2c(C(=O)N/N=C/c3ccc(C)cc3)nnn2-c2nonc2N)cc1,0.2,/,5,5,2,4,-33,-3,-32
CCOc1ccc(C(=O)Nc2ccc(S(=O)(=O)Nc3cc(C)on3)cc2)cc1,-3.1,0,2,22,3,0,-1,7,5
CC1CCCN(C(=O)Cc2cccc3ccccc23)C1 (stereo unspecified),0.5,3,2,3,-4,8,1,2,-5
CCn1c(O)c(N=NC(=O)C2C(=O)NCC2c2ccccc2)c2ccccc21 (stereo unspecified),-5.1,1,10,1,8,-3,0,3,6
CCOC(=O)c1ccc(NC(=S)N(CCCN2CCCC(C)C2)Cc2ccco2)cc1 (stereo unspecified),-2.1,2,-1,-1,-2,3,1,4,-2
Cc1cc(O)c(N=Cc2cc3c(cc2[N+](=O)[O-])OCO3)cc1C,2.4,1,9,-3,-1,0,3,24,-4
O=S(=O)(c1ccc2c(c1)OCCO2)C1CCC(S(=O)(=O)c2c(F)cccc2F)CC1 (stereo unspecified),/,1,/,12,/,6,/,3,/
Cc1ccc(S(=O)(=O)CCNC(=O)Cc2ccccc2)cc1,0.1,-4,5,-1,-1,5,-2,0,4
COc1ccc(CNC(=O)CC2C(=O)NCCN2CC(C)(C)C)c(OC)c1 (stereo unspecified),-0.4,-8,11,2,13,11,-1,-1,7
